CatL inh – inhibitors of human cathepsin L; purified cathepsin L, fluorogenic substrate, fluorescence; AID 460; 0.17% of 58,000 active; P07711; inhibition, %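 (tested at 10 µM)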; in the data active = inhibition above about 45%;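 note: 0% = enzyme with no compound and 100% = no enzyme blank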
CatB inh – blocks human cathepsin B protease activity; purified cathepsin B, fluorogenic substrate, fluorescence; inhibition, %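 (tested at 10 µM)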; 0.1% of 63,000 active; AID 453; in the data active = inhibition above about 21%;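 note: 0% = enzyme with no compound and 100% = no enzyme blank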
Ec RNAP inh – blocks E. coli RNA polymerase transcription; fluorescence transcription assay; inhibition, %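 (tested at 10 µM)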; 0.2% of 62,000 active; AID 559; in the data active = inhibition above about 20%;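 note: 0% = enzyme without compound and 100% = no enzyme blank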
Target sequence (P0A8V2 whole entry, looked up): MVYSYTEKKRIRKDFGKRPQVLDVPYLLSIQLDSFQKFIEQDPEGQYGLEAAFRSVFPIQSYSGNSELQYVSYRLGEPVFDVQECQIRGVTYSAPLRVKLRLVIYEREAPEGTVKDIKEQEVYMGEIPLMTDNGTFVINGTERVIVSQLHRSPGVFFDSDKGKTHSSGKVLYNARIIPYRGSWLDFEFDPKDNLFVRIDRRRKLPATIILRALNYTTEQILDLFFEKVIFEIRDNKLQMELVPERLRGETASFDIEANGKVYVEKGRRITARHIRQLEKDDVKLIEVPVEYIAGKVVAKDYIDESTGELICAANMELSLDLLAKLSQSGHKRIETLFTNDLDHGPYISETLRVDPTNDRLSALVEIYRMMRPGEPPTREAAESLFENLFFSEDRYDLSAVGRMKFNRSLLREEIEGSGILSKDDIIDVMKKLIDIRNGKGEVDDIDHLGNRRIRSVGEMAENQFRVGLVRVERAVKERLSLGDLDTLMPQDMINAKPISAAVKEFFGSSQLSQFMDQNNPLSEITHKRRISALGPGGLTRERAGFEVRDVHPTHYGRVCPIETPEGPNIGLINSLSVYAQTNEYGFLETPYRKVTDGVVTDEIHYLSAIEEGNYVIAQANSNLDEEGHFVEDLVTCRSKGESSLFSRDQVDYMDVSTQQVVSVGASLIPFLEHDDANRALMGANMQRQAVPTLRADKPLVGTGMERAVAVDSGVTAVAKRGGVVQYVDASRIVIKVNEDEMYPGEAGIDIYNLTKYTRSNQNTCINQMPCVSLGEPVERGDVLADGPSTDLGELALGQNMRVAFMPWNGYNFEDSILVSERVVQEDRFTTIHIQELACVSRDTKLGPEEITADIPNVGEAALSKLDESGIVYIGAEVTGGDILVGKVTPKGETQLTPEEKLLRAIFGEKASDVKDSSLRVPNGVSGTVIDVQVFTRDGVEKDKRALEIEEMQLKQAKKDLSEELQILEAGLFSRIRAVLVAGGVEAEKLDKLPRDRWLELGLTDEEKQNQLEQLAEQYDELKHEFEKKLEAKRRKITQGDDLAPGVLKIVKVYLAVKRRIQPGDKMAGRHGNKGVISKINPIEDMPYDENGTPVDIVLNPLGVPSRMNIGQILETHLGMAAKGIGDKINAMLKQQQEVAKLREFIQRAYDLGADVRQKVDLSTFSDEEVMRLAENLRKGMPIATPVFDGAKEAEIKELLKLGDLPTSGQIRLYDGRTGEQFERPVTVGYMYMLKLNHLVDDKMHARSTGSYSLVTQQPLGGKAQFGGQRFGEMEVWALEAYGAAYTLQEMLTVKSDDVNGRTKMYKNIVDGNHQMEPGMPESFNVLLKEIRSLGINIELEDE
AP complement – orthogonal test for alternative complement pathway inhibitors. Human serum alternative complement pathway, LPS-coated ELISA, C3 deposition; tested in compound mixtures. inhibition, % at 5 µM. 0.08% of 62,000 active. AID 1235;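 active = inhibition above 30% in each of the two pooled mixtures holding the compound, so the lower value exceeds 30%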;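 note: 0% = serum in Mg-EGTA without compound and 100% = EDTA serum blank; some compounds past the cut are filed as inactive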
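Test system: human serum complement alternative pathway, C3 deposition onto LPS / Medium: Mg2+-EGTA GVB++ buffer containing human serum at 1:15 dilution / Probe or stimulus: Plate-bound LPS / Times: 1 h at 37 °C / Signal: ELISA with HRP anti-human C3 antibody, TMB substrate, absorbance 450 nm / Measure: percent inhibition / Repeats: two pool placements per compound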
CatS block – inhibitors of human cathepsin S. inhibition, %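 (tested at 5 µM per compound within 10-compound mixtures)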. AID 501. 0.06% of 62,000 active. recombinant cathepsin S, AMC dipeptide fluorescence, pooled mixtures. P25774; in the data active = inhibition above about 32%, passing the limit was not always enough;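 note: 0% = enzyme without compound and 100% = blank without enzyme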
FXIa mix inh – blocks human factor XIa in pooled compound mixtures; purified FXIa, fluorogenic substrate; inhibition, % at 5 µM; 0.19% of 62,000 active; in the data active = inhibition above about 20%, passing the limit was not always enough;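 note: each value is inhibition by a whole ten-compound pool holding the compound; 0% = enzyme with no mixture and 100% = wells lacking enzyme; strong numbers were not always called active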
CatG inh – blocks human cathepsin G enzyme activity | purified enzyme, AMC-tetrapeptide fluorescence, pooled mixtures | inhibition, % at 5 µM (by protocol) | 0.2% of 62,000 active;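 active = inhibition above 20% in each of the two mixture wells holding the compound; inactive = inhibition of 20% or less in either well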;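 note: 0% = enzyme control without mixture and 100% = blank lacking enzyme; strong numbers were not always called active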
C1s inh – blocks human complement C1s protease activity | P09871 | purified C1s, fluorogenic AMC substrate, pooled mixtures | mean inhibition % of two 10-compound mixtures (hits give high values), % at 5 µM (by protocol) | 0.16% of 62,000 active | AID 538;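 active = inhibition above 20% in each of the two 10-compound mixture wells holding the compound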;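 note: 0% = enzyme wells lacking compound mixture and 100% = no-enzyme blank wells; some compounds called inactive have numbers as strong as hits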
CatB mixtures – inhibitors of human cathepsin B in compound mixtures; P07858; Purified cathepsin B, AMC dipeptide fluorescence; inhibition, %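 (ten-compound pools at 5 µM per compound and 50 µM total)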; 0.06% of 62,000 active; AID 488; in the data active = inhibition above about 22%, passing the limit was not always enough;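 note: 0% = enzyme without compound and 100% = no enzyme blank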
* hit, by the source's call.

CCOC(=O)N1CCN(C(=O)CN(c2cc(Cl)ccc2OC)S(=O)(=O)c2ccccc2)CC1 was read as CatL inh 8, CatB inh 5, Ec RNAP inh 7, AP complement 9, CatS block 3, FXIa mix inh 7, CatG inh 4, C1s inh 4 and CatB mixtures -1.
CC(C)COc1ccc(C2NC(=O)NC2=O)cc1 (centres undefined) was read as CatL inh 10, CatB inh 1, Ec RNAP inh 7, AP complement 2, CatS block -2, FXIa mix inh 8, CatG inh 4, C1s inh 11 and CatB mixtures 3.
CCOc1nc(OCC)nc(-n2cc(-c3ccccc3)nn2)n1 was read as CatL inh 11, CatB inh 3, Ec RNAP inh 1, AP complement 9, CatS block -6, FXIa mix inh 6, CatG inh 8, C1s inh 9 and CatB mixtures -1.
Screening CSc1ccc(C(=S)N2CCN(C)CC2)cc1 returned CatL inh 4, CatB inh 2, Ec RNAP inh 11, AP complement 11, CatS block -4, FXIa mix inh 5, CatG inh 8, C1s inh -1 and CatB mixtures 3.
For COc1ccc(-n2nc3c(c2NC(=O)c2ccc(Br)cc2)CS(=O)C3)cc1 (centres undefined) the results were CatL inh -6, CatB inh 0, Ec RNAP inh 3, AP complement 14, CatS block 3, FXIa mix inh 0, CatG inh 9, C1s inh 12 and CatB mixtures 2.
`COc1ccccc1C1C=C(c2ccc(Cl)cc2)Nc2nc(NS(C)(=O)=O)nn21` (centres undefined) gave CatL inh -64, CatB inh 2, Ec RNAP inh -4, AP complement 9, CatS block 10, FXIa mix inh 5, CatG inh 4, C1s inh -25 and CatB mixtures 6.
`COC(=O)C1Sc2[nH]c(=O)sc2C2c3ccccc3OC(=O)C12` (centres undefined) gave CatL inh 16, CatB inh 1, Ec RNAP inh 9, AP complement 9, CatS block -12, FXIa mix inh 3, CatG inh 9, C1s inh 12 and CatB mixtures 2.
For N#CCSc1nnc(COc2cccc3ccccc23)n1-c1cccc(Cl)c1 the results were CatL inh -4, CatB inh 3, Ec RNAP inh 8, AP complement -1, CatS block 12, FXIa mix inh 7, CatG inh 10, C1s inh 8 and CatB mixtures 5.
CCOC(=O)c1cc(CC)sc1NC(=O)Cc1ccsc1 was read as CatL inh -6, CatB inh 1, Ec RNAP inh 8, AP complement -3, CatS block 11, FXIa mix inh 11, CatG inh 9, C1s inh 15 and CatB mixtures 6.
Screening Cc1noc(C)c1S(=O)(=O)N1CCC(C(=O)NCCN2CCC(C)CC2)CC1 returned CatL inh -4, CatB inh -5, Ec RNAP inh 6, AP complement 11, CatS block -3, FXIa mix inh 12, CatG inh 11, C1s inh 15 and CatB mixtures 6.
CCC(Sc1nncn1C)C(=O)Nc1nnc(-c2ccccc2Cl)s1 (centres undefined) was read as CatB inh 3, Ec RNAP inh 9, AP complement 7, CatS block 7, FXIa mix inh 9, CatG inh 8, C1s inh 16 and CatB mixtures -5.
CC1(c2ccc3c(c2)OCO3)NC(=O)N(CC(=O)NCCC2=CCCCC2)C1=O (centres undefined) was read as CatL inh 10, CatB inh -4, Ec RNAP inh 4, AP complement 12, CatS block 10, FXIa mix inh 5, CatG inh 0, C1s inh -28 and CatB mixtures 4.
Cc1cc(NCc2ccco2)nc2cc(O)ccc12 was read as CatB inh -4, Ec RNAP inh -32, AP complement 22, CatS block -19, FXIa mix inh -27, CatG inh -14, C1s inh -172 and CatB mixtures -12.
N=c1c(C(=O)NCc2ccc3c(c2)OCO3)cc2c(=O)n3ccccc3nc2n1Cc1cccnc1 was read as CatL inh 2, CatB inh -2, Ec RNAP inh -1, AP complement 11, CatS block -6, FXIa mix inh -1, CatG inh -2, C1s inh -29 and CatB mixtures -3.
Screening COc1ccc(N2CCN(Cc3nc4c(c(=O)n(C)c(=O)n4C)n3Cc3ccccc3C)CC2)cc1 returned CatL inh -5, CatB inh 8, Ec RNAP inh 4, AP complement 8, CatS block -1, FXIa mix inh 5, CatG inh 15, C1s inh 14 and CatB mixtures 4.
For N#CCCCCN1c2cccc3cccc(c23)S1(=O)=O the results were CatL inh -5, CatB inh -2, Ec RNAP inh 2, AP complement 0, CatS block -1, FXIa mix inh 3, CatG inh 5, C1s inh -26 and CatB mixtures 2.
`CCc1c(C(=O)Nc2cc(C)ccc2OC)[nH]c(C)c1C(C)=O` gave CatL inh -3, CatB inh -4, Ec RNAP inh -12, AP complement 14, CatS block -29, FXIa mix inh -17, CatG inh -17, C1s inh -48 and CatB mixtures -12.
Screening Fc1ccccc1-c1nc(NCCCN2CCOCC2)c2ccccc2n1 returned CatL inh -14, CatB inh 6, Ec RNAP inh 8, AP complement -14, CatS block 24, FXIa mix inh 6, CatG inh -1, C1s inh -30 and CatB mixtures 1.
Clc1ccc(Cn2ncc3c(N4CCOCC4)ncnc32)cc1 was read as CatL inh -3, CatB inh 4, Ec RNAP inh 6, AP complement 25, CatS block 4, FXIa mix inh 8, CatG inh 10, C1s inh 16 and CatB mixtures 6.
For O=C(CN(C(=O)CCC(=O)Nc1nccs1)c1ccc(F)cc1)NCC1CCCO1 (centres undefined) the results were CatL inh 14, CatB inh 1, Ec RNAP inh 9, AP complement -2, CatS block 1, FXIa mix inh -2, CatG inh -7, C1s inh -36 and CatB mixtures -2.

Overlap with the part before: three compounds; new compounds follow.
Screening Fc1ccccc1-c1nc(NCCCN2CCOCC2)c2ccccc2n1 returned CatL inh -14, CatB inh 6, Ec RNAP inh 8, AP complement -14, CatS block 24, FXIa mix inh 6, CatG inh -1, C1s inh -30 and CatB mixtures 1.
Clc1ccc(Cn2ncc3c(N4CCOCC4)ncnc32)cc1 was read as CatL inh -3, CatB inh 4, Ec RNAP inh 6, AP complement 25, CatS block 4, FXIa mix inh 8, CatG inh 10, C1s inh 16 and CatB mixtures 6.
For O=C(CN(C(=O)CCC(=O)Nc1nccs1)c1ccc(F)cc1)NCC1CCCO1 (centres undefined) the results were CatL inh 14, CatB inh 1, Ec RNAP inh 9, AP complement -2, CatS block 1, FXIa mix inh -2, CatG inh -7, C1s inh -36 and CatB mixtures -2.
For C=CCNC(=O)CNS(=O)(=O)c1ccc(F)cc1 the results were CatL inh 0, CatB inh -1, Ec RNAP inh -3, AP complement 18, CatS block -7, FXIa mix inh 3, CatG inh 0, C1s inh -3 and CatB mixtures -5.
CCCCn1c(SCC(N)=O)nnc1-c1cc(OC)c(OC)c(OC)c1 was read as CatL inh 7, CatB inh 2, Ec RNAP inh 6, AP complement 1, CatS block 11, FXIa mix inh -1, CatG inh -2, C1s inh 0 and CatB mixtures -1.
For CC(C(=O)NCc1ccccc1)N(CCN1CCOCC1)C(=O)c1snc(C(N)=O)c1N (centres undefined) the results were CatL inh -4, CatB inh 1, Ec RNAP inh 5, AP complement 4, CatS block 26, FXIa mix inh 3, CatG inh 1, C1s inh -11 and CatB mixtures -1.
Screening CCCCn1c(SCC(=O)Nc2nnc(CC)s2)nc2c1c(=O)n(C)c(=O)n2C returned CatL inh 1, CatB inh 2, Ec RNAP inh 6, AP complement 1, CatS block -5, FXIa mix inh -9, CatG inh -4, C1s inh -22 and CatB mixtures 1.
For Cn1c(CCNC(=O)c2cccs2)nnc1SCC(=O)N1CCN(c2ccccc2)CC1 the results were CatL inh -1, CatB inh -2, Ec RNAP inh 3, AP complement 9, CatS block -8, FXIa mix inh 8, CatG inh 6, C1s inh -25 and CatB mixtures -3.
CN(C)S(=O)(=O)c1ccc(S(=O)(=O)N(CC(=O)Nc2ccccc2)Cc2ccco2)cc1 was read as CatL inh -7, CatB inh -2, Ec RNAP inh -2, AP complement 10, CatS block 18, FXIa mix inh -1, CatG inh 0, C1s inh -3 and CatB mixtures -2.
CCn1c(=O)cc(OCC(=O)Nc2ccc3c(c2)OCCO3)c2ccccc21 was read as CatL inh -7, CatB inh -7, Ec RNAP inh -4, AP complement 8, CatS block 2, FXIa mix inh 0, CatG inh 1, C1s inh -2 and CatB mixtures -3.
Screening COC(=O)c1ccc(C2C(C#N)=C(C)NC3=C2C(=O)CC(C)(C)C3)cc1 (centres undefined) returned CatL inh -86, CatB inh -6, Ec RNAP inh -5, AP complement 10, CatS block 16, FXIa mix inh 4, CatG inh 6, C1s inh -41 and CatB mixtures 2.
Screening Cc1cc(C)cc(NC(=O)CCn2ccnc2C)c1 returned CatL inh 15, CatB inh 5, Ec RNAP inh 5, AP complement 8, CatS block 9, FXIa mix inh 14, CatG inh 11, C1s inh -10 and CatB mixtures 5.
Screening CC1CN(C(=O)c2ccccc2)OC(c2ccc3c(c2)OCO3)O1 (centres undefined) returned CatL inh -2, CatB inh 1, Ec RNAP inh 8, AP complement 21, CatS block -9, FXIa mix inh -10, CatG inh -4, C1s inh -105 and CatB mixtures -2.
Screening COC(=O)c1sc2ccccc2c1NC(=O)c1cccs1 returned CatL inh -1, CatB inh 9, Ec RNAP inh 3, AP complement -16, CatS block 28, FXIa mix inh -1, CatG inh -7, C1s inh -27 and CatB mixtures 1.
For O=C(CSc1nnnn1-c1ccc(Cl)cc1)NC(=O)Nc1ccc2c(c1)OCCO2 the results were CatL inh 11, CatB inh -1, Ec RNAP inh 14, AP complement 2, CatS block 11, FXIa mix inh 4, CatG inh 10, C1s inh -6 and CatB mixtures 8.
Cc1cc(C)n(-c2nc3ccccc3c(=O)n2OCC(=O)N(C)C)n1 was read as CatL inh 3, CatB inh 7, Ec RNAP inh 9, AP complement -3, CatS block 19, FXIa mix inh 7, CatG inh -2, C1s inh 2 and CatB mixtures 5.
Screening CC1CC(=O)N(CC(=O)N2CCCC2)c2ccccc2S1 (centres undefined) returned CatL inh 7, CatB inh 6, Ec RNAP inh 5, AP complement 7, CatS block -3, FXIa mix inh -17, CatG inh -11, C1s inh -15 and CatB mixtures -3.
COC(=O)c1ccc(CSc2nc3ccccc3s2)o1 was read as CatL inh 4, CatB inh 2, Ec RNAP inh 6, AP complement -1, CatS block 14, FXIa mix inh 4, CatG inh 1, C1s inh 7 and CatB mixtures 5.
`COCC(C)n1c(C)cc(C(=O)COC(=O)c2c(NC(C)=O)sc(C)c2C)c1C` (centres undefined) gave CatB inh -1, Ec RNAP inh 8, AP complement 4, CatS block 11, FXIa mix inh -4, CatG inh 10, C1s inh -8 and CatB mixtures -2.
Screening CCC1CCCCN1C(=O)Cn1c(=O)oc2ccccc21 (centres undefined) returned CatL inh 12, CatB inh -3, Ec RNAP inh 7, AP complement 15, CatS block 1, FXIa mix inh 3, CatG inh 0, C1s inh 1 and CatB mixtures 2.
`Cc1ccc2nc(NC3=NCN(CCN4CCOCC4)CN3)nc(C)c2c1` gave CatL inh 4, CatB inh 0, Ec RNAP inh 8, AP complement -3, CatS block 15, FXIa mix inh 6, CatG inh 9, C1s inh 12 and CatB mixtures 2.
Screening Cc1cc(Br)c2c(c1)=C(c1sc(N3CCCCCC3)nc1O)C(=O)N=2 returned CatL inh 21, CatB inh 2, Ec RNAP inh 11, AP complement 5, CatS block 8, FXIa mix inh 6, CatG inh -28, C1s inh 0 and CatB mixtures 7.
For COc1ccc(N(C)C(=O)CCS(=O)(=O)c2cccc3nonc23)c(OC)c1 the results were CatL inh 1, CatB inh 3, Ec RNAP inh 8, AP complement 7, CatS block 0, FXIa mix inh -3, CatG inh 5, C1s inh -6 and CatB mixtures 2.
COc1ccc(NC(=O)C2CCCN(c3c4c(nc5ncnn35)CCC4)C2)cc1 (centres undefined) was read as CatL inh 6, CatB inh -2, Ec RNAP inh 5, AP complement 20, CatS block 10, FXIa mix inh 10, CatG inh -1, C1s inh 0 and CatB mixtures 8.
Cc1ccc(C2C(C#N)=C(N)SC(N)=C2C#N)c(C)c1 was read as CatL inh 0, CatB inh -1, Ec RNAP inh 3, AP complement 0, CatS block 4, FXIa mix inh 6, CatG inh 8, C1s inh 13 and CatB mixtures 5.

Some of the compounds tested. The share of hits here may be higher or lower than overall.
